Bioassay records as filed in PubChem BioAssay.
GLA spleen mod: alpha-galactosidase A (human) modulation. AID 2107. Potency, µM (top dose mostly 80 µM), inactives show at the highest dose activity change, negative = inhibition, actives largely listed as inhibitors. 0.008% of 240,000 active. human spleen homogenate, 4MU-alpha-Gal fluorescence, 40 min;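 further: 0% = enzyme with vehicle and -100% = no enzyme basal signal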
Target sequence (P06280 32-429 limits assumed): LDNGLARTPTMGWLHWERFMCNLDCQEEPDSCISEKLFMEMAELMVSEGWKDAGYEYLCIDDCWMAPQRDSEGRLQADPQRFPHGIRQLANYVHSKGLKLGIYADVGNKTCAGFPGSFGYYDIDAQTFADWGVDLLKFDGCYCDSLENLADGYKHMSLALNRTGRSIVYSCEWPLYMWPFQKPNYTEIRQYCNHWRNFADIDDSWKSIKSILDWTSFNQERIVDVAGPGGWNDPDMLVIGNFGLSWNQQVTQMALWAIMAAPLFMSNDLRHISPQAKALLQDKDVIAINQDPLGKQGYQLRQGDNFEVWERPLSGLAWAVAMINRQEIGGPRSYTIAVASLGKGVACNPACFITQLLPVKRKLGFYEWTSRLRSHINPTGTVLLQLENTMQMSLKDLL
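Spleen homogenate 1 ug + cpd (titration) + 4-MU-alpha-D-galactopyranoside 1 mM; 37C 40 min; 50 mM citrate/phosphate pH 5.0, 0.01% Tween-20; stop pH 10; fluorescence 365/440; AC50 via Hill.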
GAA glycogen mod: alters human alpha-glucosidase cleavage of glycogen; recombinant GAA, glycogen substrate, Amplex Red glucose oxidase fluorescence; Potency, µM (top dose mostly 76.4 µM), for the others: top-dose activity change, negative = inhibition, hits mostly inhibitors; 0.38% of 300,000 active; AID 2100;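 further: 0% = full enzyme reaction and -100% = no-enzyme basal signal; the screen sought inhibitors and activators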
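qHTS, 1536-well; enzyme 4 nM final; cpd up to 77 uM; substrate bovine liver glycogen 30 ug; 50 mM citrate/phosphate pH 5.0, 0.01% Tween-20; 37 C, 40 min; Amplex Red detection 45 min RT; Hill fit → AC50.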
Tau fibril FP: blocks human tau fibril formation measured by polarization | P10636 | Potency, µM (series often up to 57.7 µM), for inactives: at the highest dose activity, negative = inhibition, most hits filed as inhibitors | 0.39% of 280,000 active | K18 P301L tau heparin fibrillization, Alexa594 FP, 6 h; further: on the % scale 0 is the no-effect control and ±100 the full control effect; nearly all actives have a fitted effect of over 55% in size
Target sequence (P10636 561-689 P618L limits assumed): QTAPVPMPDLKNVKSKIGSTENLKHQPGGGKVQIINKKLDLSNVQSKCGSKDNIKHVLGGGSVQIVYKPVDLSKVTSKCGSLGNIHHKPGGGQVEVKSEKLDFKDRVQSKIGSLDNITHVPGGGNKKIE
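Steps: dispense K18 P301L tau (15 uM plus 0.24 uM Alexa 594 tracer, final) in pH 7 sodium acetate; add compound; add heparin (20 uM final); incubate 6 hr, 37 C; add ThT (30 uM final); after 1 hr ambient, read FP.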
aGlu spleen mod: inhibitors or activators of human alpha-glucosidase in spleen homogenate; Potency, µM (top dose mostly 79.9 µM), inactives show top-dose activity change, negative = inhibition, actives largely listed as inhibitors; human spleen homogenate, 4-MU-alpha-glucoside fluorescence; 0.006% of 240,000 active; P10253; AID 2112;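 further: 0% = enzyme with vehicle and -100% = no enzyme basal signal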
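Human spleen homogenate (1 ug) incubated with compounds and 1 mM 4-methylumbelliferyl-alpha-D-glucopyranoside in pH 5.0 citrate/phosphate buffer, 37 C, 40 min. Stopped at pH 10; 4-MU fluorescence (Ex 365/Em 440 nm); AC50 by Hill fit.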
HTT ATP protect: cytoprotection in Huntington HTT-Q103 PC12 cell model | 0.14% of 230,000 active | PC12 HTT-Q103 induced, cytoprotection, ATP luminescence, 40 h | Potency, µM (top dose mostly 56.4 µM), for inactives: cytoprotection (ATP increase), most hits filed as activators;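 further: % of control where 0% means no effect; nearly all actives have a fitted effect of over 45% in size; toxic huntingtin expression switched on by the ecdysone agonist tebufenozide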
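Huntington model: PC12 line, ecdysone-inducible HTTQ103 exon1–GFP, tebufenozide 100 nM. Test articles in a dose series. Endpoint luminescence from cellular ATP.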
Tau fibril ThT: tau fibrillization inhibition (ThT binding); recombinant tau K18 P301L, heparin-induced fibrillization, ThT fluorescence; Potency, µM (titrated, usually from 57.4 µM), inactives show top-dose activity, negative = inhibition, most hits filed as inhibitors; 2.1% of 270,000 active; AID 1460; further: on the % scale 0 is the no-effect control and ±100 the full control effect; nearly all actives have a fitted effect of over 55% in size
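Heparin-induced (20 uM) aggregation of recombinant human K18 P301L tau, 15 uM unlabeled with 0.24 uM labeled, pH 7 acetate buffer, 6 hr at 37 C with compound. Fibrils quantified by 30 uM ThT fluorescence after 1 hr ambient incubation.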
Tau fluor cs: counter-screen for tau fibril formation inhibitors | tau K18 P301L Alexa594 fluorescence, heparin fibrillization | Potency, µM (highest dose often 57.7 µM), without a hit: at the highest dose activity change, negative = decrease | 0.93% of 280,000 active | AID 1463; further: on the % scale 0 is the no-effect control and ±100 the full control effect; nearly all actives have a fitted effect of over 55% in size
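Human tau K18 P301L (15 uM unlabeled, 0.24 uM Alexa 594-labeled) in 100 mM sodium acetate pH 7 with 20 uM heparin, 6 hr at 37 C. ThT 30 uM added, 1 hr ambient; Alexa 594 FP and total fluorescence read at 555/632 nm.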
GAA inh: blocks human lysosomal alpha-glucosidase | P10253 | 0.005% of 200,000 active | Potency, µM (top dose mostly 76.9 µM), without a hit: at the top dose activity change, negative = inhibition, actives largely listed as inhibitors | AID 1466 | purified human GAA, 4-MU-alpha-glucoside fluorescence;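 further: plate controls were uninhibited enzyme wells for no effect and no-enzyme background for full effect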
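Read-out is 4-methylumbelliferone fluorescence (Ex 365/Em 440 nm) after NaOH/glycine stop at pH 10. Enzyme 4 nM, substrate 400 uM, pH 5.0 citrate buffer, 20 min room temperature; AC50 from Hill-equation concentration-response.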
* hit, by the source's call; ? = inconclusive; / = not tested or not shown; & = joins results of further samples; [ ] = dose if it differs, or a comment. The call rests on the fitted dose curve; in most records, active means well fitted curve in the direction sought with a large enough effect; inconclusive means small, poorly fitted or top-dose-only effect, or another doubt; inactive means no such curve, though single readings can be large; an effect the other way counts as inactive or inconclusive. Potency means the concentration at half of the fitted maximal effect. Rows were taken by chance; overall some 3.3% were active at least once.

smiles | GLA spleen mod | GAA glycogen mod | Tau fibril FP | aGlu spleen mod | HTT ATP protect | Tau fibril ThT | Tau fluor cs | GAA inh
COc1ccc(C(=O)Nc2cccc(C(C)=O)c2)c(OC)c1OC | -10% | 10% | 2% | -1% | -37% | -9% | -4% | -1%
CCC(=O)Nc1ccccc1Oc1ccccc1 | 5% | 4% | 6% | 0% | -1% | 1% | 5% | 1%
COc1cc(C2=NOC(C(=O)NCc3ccccn3)C2)cc(OC)c1OC (configuration not stated) | -9% | 4% | -9% | -6% | -76%[inhibitor] | -8% | -7% | -10%
O=C(O)CCCNc1c(C(=O)Nc2ccc(Cl)cc2)cc([N+](=O)[O-])cc1[N+](=O)[O-] | 2% | 0% | 10% | -23% | -7% | ? | -8% | 3%
Cc1cc(C(c2ccc(C)o2)c2ccc(C)o2)c(O)c([N+](=O)[O-])c1 | 5% | 0% | -6% | 2% | -1% | ? | -26% | -12%
Cc1ccc(S(=O)(=O)/N=C(\c2ccc(F)cc2)n2c(C)nc3ccccc32)cc1 | 1% | -3% | 1% | -15% | -22% | -7% | -10% | 2%
O=C(NNS(=O)(=O)c1ccccc1)C1CCN(S(=O)(=O)c2ccc(Cl)cc2)CC1 | 6% | -6% | 6% | -1% | 13%[10 µM] | 5% | 0% | -13%
C=CCn1c(SCC(=O)NC)nc2sc3c(c2c1=O)CCC3 | 4% | 5% | -9% | 1% | -19% | -10% | -10% | -12%
Cc1ccccc1OCC(=O)Nc1ccc2c(c1)n(C)c(=O)n2C | 0% | 16% | -2% | 2% | 5%[10 µM] | -15% | -7% | -5%
Cc1ccc(CN2CCN(/N=C/c3ccc(C(F)(F)F)cc3)CC2)cc1 | 7% | 0% | 11% | -1% | 25%[10 µM] | -4% | -13% | -5%
Cc1cccc(N2CCN(C(=S)c3ccc(-c4ccccc4[N+](=O)[O-])o3)CC2)c1 | 1% | -1% | 15% | 2% | / | ? | ? | -5%
COC(=O)c1ccc(NC(=O)Cc2ccccc2)cc1 | 6% | -1% | -5% | -1% | 23% | -1% | -2% | -5%
CCCC[C@@H]1CNC(=S)N1CCCc1cc(OC)c(OC)c(OC)c1 | -1% | 1% | -5% | -1% | 29%[10 µM] | -2% | -4% | /
O=C(NCc1ccccn1)C1CCN(S(=O)(=O)c2cnc[nH]2)CC1 | 4% | 4% | 1% | 0% | -12% | 5% | 6% | -1%
COC(=O)c1[nH]c2cccc(OC)c2c1NC(=O)CCN1CCN(c2ccccc2F)CC1 | -2% | 6% | 8% | -4% | -22% | -17% | -11% | 12%
Cc1occc1C(=O)Nc1nn[nH]n1 | 1% | -3% | 4% | 0% | 16%[10 µM] | -3% | -3% | 0%
CC(C)CC(NC(N)=O)C(=O)Nc1ccc(Cl)c(Cl)c1 (configuration not stated) | 2% | -9% | -2% | -1% | -2% | 6% | -7% | 3%
CCCCOc1ccc(C(C)NC(=O)C2CCCN(S(=O)(=O)CCC)C2)cc1 (configuration not stated) | 4% | 3% | -2% | -1% | / | -1% | -3% | -3%
COCCNC(=O)c1cc2c(=O)n3cccc(C)c3nc2n1C | 8% | 0% | 0% | -1% | -16%[10 µM] | -12% | 1% | ?
CCOc1ccc(N2C(=O)/C(=C\c3ccc(OC)c(O)c3)S(=O)(=O)C2c2cccc([N+](=O)[O-])c2)cc1 (configuration not stated) | 1% | 1% | 12% | 1% | -16% | -2% | -16% | ?

Full records from above.
O=C(NNS(=O)(=O)c1ccccc1)C1CCN(S(=O)(=O)c2ccc(Cl)cc2)CC1 reads GLA spleen mod: 6%; GAA glycogen mod: -6%; Tau fibril FP: 6%; aGlu spleen mod: -1%; HTT ATP protect: 13%[10 µM]; Tau fibril ThT: 5%; Tau fluor cs: 0%; GAA inh: -13%
CCC(=O)Nc1ccccc1Oc1ccccc1 reads GLA spleen mod: 5%; GAA glycogen mod: 4%; Tau fibril FP: 6%; aGlu spleen mod: 0%; HTT ATP protect: -1%; Tau fibril ThT: 1%; Tau fluor cs: 5%; GAA inh: 1%

Carrying on.
smiles | GLA spleen mod | GAA glycogen mod | Tau fibril FP | aGlu spleen mod | HTT ATP protect | Tau fibril ThT | Tau fluor cs | GAA inh
Cc1nc(N)sc1C(=O)N/N=C/c1cccnc1 | -1% | ? | 2% | 7% | -39% | -7% | -2% | -5%
Cc1nn(-c2ccccc2)c2sc(C(=O)N(CC(=O)NC3CCCC3)Cc3ccco3)cc12 | -9% | 3% | -4% | -3% | -16%[10 µM] | -23% | -16% | 0%
CCOc1ccc(NC(=O)Cn2nnc(C(=O)OC)c2C(=O)OC)cc1 | / | 0%[76.3 µM] | -5% | / | / | -2% | -2% | /
Cc1ccccc1CS(=O)(=O)Cc1ccc(C(=O)NCCCN2CCCC2=O)o1 | 8% | 6% | 9% | 3% | 9% | 0% | 2% | -2%
CCOc1cc(/C=N/O)ccc1OCc1ccc([N+](=O)[O-])cc1 | -1% | -13% | -5% | 0% | 9%[10 µM] | -17% | -10% | 3%
COc1ccccc1NC(=O)CCC(=O)N(Cc1ccc(OC)c(OC)c1)c1nccs1 | -1% | -5% | -1% | -20% | 8%[10 µM] | -9% | -20% | 10%
CC(Oc1ccccc1Cl)C(=O)N1CCN(CCc2ccccn2)CC1 (configuration not stated) | / | 2%[76.3 µM] | -9% | / | / | -12% | -18% | /
CCCCNC(=O)CCC(=O)Nc1ncc(-c2ccc(C)cc2)n1C | -7% | 0% | -7% | -2% | -9% | -14% | -7% | -3%
COc1ccc(/C=N\NC(=O)CNC(=O)C(c2ccccc2)c2ccccc2)cc1[N+](=O)[O-] | -5% | -1% | -2% | 4% | 10%[10 µM] | -11% | ? | 2%
CCCn1c(C)cc(/C=C(\C#N)C(=O)OCC(=O)NC(=O)NCC)c1C | -6% | 5% | -5% | -1% | -17% | -13% | -16% | -7%
O=C(Nc1ccc(OC(=O)c2cccnc2)cc1)c1cccnc1 | 7% | 11% | 5% | -18% | -31% | -2% | 0% | -5%
C/C(=N\N1CCN(C2c3ccccc3-c3ccccc32)CC1)c1ccco1 | 10% | 7% | -1% | -3% | 23%[10 µM] | 0% | 3% | -7%
COc1ccc(CNC(=O)C2CCN(S(=O)(=O)c3ccc4nc5c(c(C(=O)O)c4c3)CC(C)CC5)CC2)cc1 (configuration not stated) | / | -27%&-4%[76.3 µM] | -5% | / | / | -10% | -4% | /
O=C(Cc1ccc(-n2cccc2)cc1)NCc1cccs1 | 11% | 1% | -5% | 3% | -2% | -16% | -10% | -6%
Cc1nc(NC(=S)NC(=O)COc2ccccc2Cl)ccc1Br | -25% | 11% | -12% | -5% | 9%[10 µM] | -12% | 2% | -1%
CCCCCCOc1ccc(C(CC(N)=O)C(=O)O)cc1 (configuration not stated) | -2% | 11% | 0% | 1% | 18%[10 µM] | -13% | -11% | -7%
COc1ccc(NC(=O)/C(C#N)=C/C=C/c2ccco2)cc1 | -8% | 7% | 9% | -9% | -1%[10 µM] | 7.1µM* | -7% | -1%
CS(=O)(=O)N1CCN(c2ccc([N+](=O)[O-])c(NCCN3CCOCC3)c2)CC1 | -8% | 4% | 9% | -3% | -2% | ? | -1% | -8%
CC(C)(C)C(=O)COC(=O)c1ccc(O)cc1 | 1% | 3% | 2% | -18% | -3%[10 µM] | 5% | 8% | -3%
CCOC(=O)CSc1ncc(-c2ccc([N+](=O)[O-])cc2)[nH]1 | -3% | -4% | -2% | -3% | 28%[10 µM] | ? | -12% | -9%
CC(C)Oc1ccc(CCNC(=O)CC2C(=O)NCCN2C)cc1 (configuration not stated) | 6% | 1% | 13% | 7% | -2%[10 µM] | -3% | -2% | /
CC(=O)OCC(=O)C1CCC2C3CC=C4CC(O)CC[C@@]4(C)C3CC[C@]12C (some centres not stated) | 7% | / | -9% | 8% | / | -1% | -9% | /
CCOc1ccc(CNCc2c(C(=O)O)c(C)n(Cc3cccc(OC)c3)c2C)cc1OC | / | 15%[76.3 µM] | -1% | / | / | -13% | -8% | /
COc1ccc(C(=O)c2ccc(Cl)cc2)c2ccccc12 | 9% | -13% | ? | 9% | -4%[10 µM] | ? | -28% | -2%
Cc1cc(Nc2cccc([N+](=O)[O-])c2)n2c(nc3ccccc32)c1C#N | 6% | 6% | -6% | -3% | -2%[10 µM] | ? | ? | ?
Cc1nn(C)c(C)c1CNC(=O)c1cnn2c1NC(c1ccccc1)CC2C(F)(F)F (configuration not stated) | -2% | 7% | -9% | 3% | -9%[10 µM] | -8% | -10% | 0%
Nc1nc(-c2ccco2)nn1C(=O)c1ccccc1 | 4% | 3% | 7% | -10% | 6% | ? | -8% | -8%
CCOc1ccc(N(CC(=O)Nc2cccc(Cl)c2)S(=O)(=O)c2c(C)noc2C)cc1 | 3% | 2% | ? | -1% | 3% | 0% | ? | -7%[15.4 µM]
COc1ccc(-c2cc(C3CC3)nc(SCC(=O)c3cccs3)c2C#N)cc1 | 1% | 2% | -15% | -3% | 3%[10 µM] | -2% | -18% | 0%
COc1ccc(Nc2ccc(S(=O)(=O)N3CCCCC3)cc2[N+](=O)[O-])cc1 | 6% | -6% | 12% | 1% | -17%[10 µM] | -16% | -23% | 2%
CC1(C)CC(=O)C=C(N2CCN(C3=CC(=O)CC(C)(C)C3)CC2)C1 | 5% | -1% | -9% | -3% | 21%[10 µM] | -1% | 0% | -1%
Cc1ccc(NC(N)=S)cc1C | -22% | 4% | -9% | -8% | 13%[10 µM] | 2% | 0% | -1%
COc1ccccc1CNC(=O)C(Cc1ccccc1)NS(=O)(=O)c1ccc2c(c1)CCN2C(C)=O (configuration not stated) | / | 13%[76.3 µM] | -10% | / | / | -10% | -21% | /
CCOC(=O)C1C(=O)NC(SC)=C(C#N)C1c1ccccc1F (configuration not stated) | 4% | -12% | -11% | 0% | -15% | -6% | -3% | 0%
